# High-throughput results (PubChem)
# Pin1 inhibitor – human Pin1 inhibition; Q13526; Pin1 FP peptide displacement, HiFluor488, 10 min; Potency, µM (series often up to 115 µM), without a hit: at the top dose activity, negative = inhibition, usual class: inhibitors; hit rate 0.009% among 390,000; AID 504891; active means well fitted inhibition curve with a large enough effect in the polarisation, with a control signal flat, not every such curve was filed as active; inconclusive means small, poorly fitted or top-dose-only effect, or effect the other way, or a change in a side signal; inactive means no such curve, though single readings can be large or run the other way; the % refers to the polarisation; further: on the % scale 0 is the no-effect control and ±100 the full control effect
# Target sequence (Q13526 whole entry, looked up): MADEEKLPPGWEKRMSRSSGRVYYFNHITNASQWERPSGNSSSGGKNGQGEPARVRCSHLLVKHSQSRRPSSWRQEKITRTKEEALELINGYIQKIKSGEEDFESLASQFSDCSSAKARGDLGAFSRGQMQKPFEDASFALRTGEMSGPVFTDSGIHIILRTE
# GLS inh – blocks human kidney-isoform glutaminase activity | O94925 | GLS enzymatic activity, qHTS titration | Potency, µM (doses to about 45.5 µM), without a hit: top-dose activity change, negative = inhibition, most hits filed as inhibitors | hit rate 0.21% among 410,000 | AID 624170; further: on the % scale 0 is the no-effect control and ±100 the full control effect
#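 hKGA; 45 mM KH2PO4 pH 8.2 + 0.02% Tween-20; cpd via pin tool; 1 mM Gln soln; GluOx/HRP/Amplex Red; RT 30 min; fluor. t0 & final.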
# HP1b binding inh – HP1-beta chromodomain-methylated histone interaction inhibition. AlphaScreen HP1-beta / biotin-H3K9me3 peptide binding. Potency, µM (top dose mostly 114 µM), for inactives: at the top dose activity change, negative = inhibition, most hits filed as inhibitors. hit rate 0.56% among 390,000. AID 540317; further: nearly all actives have a fitted effect of over 70% in size; inactives centre near 23
# Target sequence (P83916 whole entry, looked up): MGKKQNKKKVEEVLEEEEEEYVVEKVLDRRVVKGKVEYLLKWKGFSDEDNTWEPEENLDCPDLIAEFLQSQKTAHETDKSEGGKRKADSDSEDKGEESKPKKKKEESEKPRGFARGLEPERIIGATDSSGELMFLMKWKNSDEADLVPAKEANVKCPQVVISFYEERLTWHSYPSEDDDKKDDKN
#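 HP1-beta protein (50 nM final) preincubated 30 min at room temperature with biotinylated H3(1-18)K9me3 peptide (50 nM) in PBS pH 7.4, 0.01% Tween-20, then compound added for 30 min. AlphaScreen streptavidin donor/nickel chelate acceptor beads (10 ug/mL final), 30 min dark, luminescence read.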
# JMJD2A Tudor inh – blocks the human JMJD2A Tudor domain; O75164; AlphaScreen JMJD2A-Tudor / H3K4me3 peptide binding; Potency, µM (series often up to 114 µM), inactives show at the top dose activity change, negative = inhibition, usual class: inhibitors; hit rate 4.4% among 390,000; AID 504339; further: on the % scale 0 is the no-effect control and ±100 the full control effect; nearly all actives have a fitted effect of over 50% in size
# G9a inh – G9a (human) methyltransferase inhibition. Potency, µM (highest dose often 102 µM), without a hit: top-dose activity, negative = inhibition, hits mostly inhibitors. hit rate 8.8% among 350,000. G9a H3K9 monomethylation, AlphaScreen, 2 h; further: on the % scale 0 is the no-effect control and ±100 the full control effect; nearly all actives have a fitted effect of over 75% in size
# Target sequence (Q96KQ7 913-1193 limits assumed): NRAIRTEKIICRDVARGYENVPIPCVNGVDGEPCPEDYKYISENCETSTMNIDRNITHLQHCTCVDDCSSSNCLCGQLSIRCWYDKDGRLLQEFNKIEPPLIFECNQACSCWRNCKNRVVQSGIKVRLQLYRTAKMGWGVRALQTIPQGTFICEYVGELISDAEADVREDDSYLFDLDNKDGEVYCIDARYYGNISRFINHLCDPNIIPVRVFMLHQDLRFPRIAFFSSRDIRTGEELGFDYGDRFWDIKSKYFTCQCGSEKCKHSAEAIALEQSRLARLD
#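 Methyltransferase reactions run at room temperature for 2 h (20 nM enzyme, 500 nM biotin-H3K9 peptide, 20 uM SAM) after a 15 min compound preincubation; product detected by AlphaScreen beads and anti-H3K9me1 antibody.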
# PGK inhibitor – blocks T. brucei phosphoglycerate kinase; Potency, µM (top dose mostly 57.5 µM), without a hit: at the highest dose activity change, negative = inhibition, hits mostly inhibitors; hit rate 0.043% among 380,000; PGK/GAPDH coupled, Kinase-Glo luminescence, 60 min; P07378; AID 602233; further: on the % scale 0 is the no-effect control and ±100 the full control effect; nearly all actives have a fitted effect of over 60% in size
#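 Recombinant glycosomal PGK reaction used 1,3-bisphosphoglycerate generated in-well by GAPDH (100nM final) in 100mM TEA pH 7.6, 5mM MgCl2, 0.01% Tween-20. After 60 minutes at room temperature, ATP was read by Kinase-Glo Plus luminescence end-point.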
# BAZ2B inh – BAZ2B (human) inhibition | Q9UIF8 | AlphaScreen BAZ2B-H3K14Ac peptide displacement | Potency, µM (titrated, usually from 114 µM), for inactives: at the highest dose activity change, negative = inhibition, actives largely listed as inhibitors | hit rate 4.4% among 360,000; further: on the % scale 0 is the no-effect control and ±100 the full control effect; nearly all actives have a fitted effect of over 60% in size
#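 Complex of BAZ2B and biotin-H3K14Ac (50 nM apiece) forms over 30 min at RT, then faces library compounds up to 110 uM for another 30 min; AlphaScreen beads added, 20 min dark incubation, luminescence read.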
# BLM inh – Bloom syndrome helicase (human) inhibition | P54132 | recombinant BLM DNA unwinding, fluorescence dequenching | Potency, µM (top dose mostly 56.1 µM), for inactives: top-dose activity change, negative = inhibition, most hits filed as inhibitors | hit rate 0.2% among 350,000 | AID 2528;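 further: plate controls were vehicle for no effect and no enzyme for full effect; nearly all actives have a fitted effect of over 35% in size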
# POLI inh – blocks human DNA polymerase iota activity; Pol iota fluorescent replication assay, 10 min; Potency, µM (highest dose often 115 µM), for the others: at the top dose activity, negative = inhibition, usual class: inhibitors; hit rate 1% among 390,000; AID 588590
#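 Fluorescent replication assay read twice, at 0 min and 10 min after adding 50 nM (final) substrate. Enzyme (10 nM) and compounds were first incubated 15 min at room temperature; enzyme-free buffer wells were negative controls.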
# An asterisk follows results filed as active; i = inactive; ? = inconclusive; · = no result given; & = joins results of further samples; ! = not active in a repeat; [ ] = dose if it differs, or a comment. Unless noted, the call rests on the fitted dose curve; in most records, active means well fitted curve in the direction sought with a large enough effect; inconclusive means small, poorly fitted or top-dose-only effect, or another doubt; inactive means no such curve, though single readings can be large; an effect the other way counts as inactive or inconclusive. Potency means the concentration at half of the fitted maximal effect.
smiles	Pin1 inhibitor	GLS inh	HP1b binding inh	JMJD2A Tudor inh	G9a inh	PGK inhibitor	BAZ2B inh	BLM inh	POLI inh
CCCCn1nnnc1SCC(=O)c1ccccc1F	-1%	7%	54%[activator]	-4%	-1%	-2%	-24%	-11%	20%
COC(=O)c1ccc(NC(=O)COc2cccc3c2OC(C)(C)C3)cc1	8%	-10%	32%	-1%	10%	-6%	-8%	·	3%
CC1(C)CC(=O)C=C(c2ccc(F)nc2)C1	1%	-1%	22%	-13%	13%[0.501 µM]	-4%	30%	·	2%
O=C(CSc1nnc(Cn2cnc3ccccc32)o1)c1ccccc1	-1%	5%	0%	-17%[57.1 µM]	25%[59 µM]	-1%	7%	2%	-8%
O=[N+]([O-])c1cccc(COc2ccc(CN3CCOCC3)cc2)c1	-5%	1%	-8%	?	·	i	·	·	5%
COc1ccc(N2CCN(C(=S)Nc3cc(C)cc(C)c3)CC2)cc1	-4%	8%	21%	-12%	-2%[0.0925 µM]	·	8%	-3%	?
CCc1cc(=O)oc2cc(C)cc(OC(C)C(=O)NCc3cccnc3)c12 (configuration not stated)	-7%	-1%	53%[activator]	-12%	5%	-1%	-15%	3%	-3%
Cc1ccc(Cc2cnc(NC(=O)c3cccs3)s2)cc1	-1%	9%	15%	-19%	-6%	5%	-29%[57.1 µM]	-13%	11%
COc1ccc(C2=NO[C@@H]3C(=O)N(c4ccc(C)cc4C)C(=O)[C@H]23)cc1OC	1%	17%	57%[activator]	?	13µM*	-2%	-3%	-2%	23%
CC(CN1CCCC1)OC(=O)c1ccccc1Cl (configuration not stated)	-3%	2%	10%	-20%	?	-8%	6%	1%	82%[activator]
Nc1nc2n(n1)C(c1ccco1)CC(c1ccc(F)cc1)N2 (configuration not stated)	-1%	15%	45%[activator]	-23%	-3%	-10%	8%	2%	23%
S=C(NCCCN1CCOCC1)N1CCN(c2cccc(Cl)c2)CC1	-5%	6%	9%	-33%	32µM*	7%	-21%	-2%	64%[activator]
CCOC(=O)CSc1nc2cc(OC)ccc2cc1C#N	26%	-8%	50%[activator]	-7%	-33%[12.7 µM]	-10%	-10%	-1%	-15%
COc1ccc(CNCC(O)(c2ccc(F)cc2)c2ccc(F)cc2)cc1	41%[activator]	7%	61%[activator]	-7%	5%	2%	-1%	-3%	98%[activator]
Oc1ccccc1-c1cc(-c2ccc(Cl)cc2)n[nH]1	-7%	0%	64%[activator]	-10%	-6%	-10%	-10%	-12%	-10%
CN(C)S(=O)(=O)c1cccc(NC(=O)COC(=O)/C=C/c2cccs2)c1	-4%	0%	6%	-18%	6%	6%	·	-5%	26%
Nc1ccc(C(CC(=O)O)n2cccc2)cc1 (configuration not stated)	?	2%	?	?	?	-9%	79µM*	-5%	40µM*
Cc1nnc(SCC(C)C)[nH]c1=O	1%	3%	36%[activator]	-14%[57.1 µM]	-3%[2.33 µM]	-7%	9%	-3%	19%
COc1cc(NC(=O)COCc2cc(-c3ccc(F)cc3)on2)cc(OC)c1OC	3%	-6%	41%[activator]	-6%	?	i	-24%[57.1 µM]	-4%	50%[activator]
Cc1nn2c(=O)cc(COC(=O)c3ccc(NC(=O)COc4ccccc4F)cc3)nc2s1	2%	-22%	4%	2%	1%[12.7 µM]	-2%	-7%	-5%	-26%

# (continued)
smiles	Pin1 inhibitor	GLS inh	HP1b binding inh	JMJD2A Tudor inh	G9a inh	PGK inhibitor	BAZ2B inh	BLM inh	POLI inh
Cc1ccc2c(c1)c1c3n2CCN(C(=O)C2CC2)C3CCC1 (configuration not stated)	?	-2%	-1%	-34%	40µM*	0%	?	-14%	42%[activator]
CC(=O)c1cccc(OCc2cc(C(=O)NCCC3=CCCCC3)no2)c1	7%	-2%	39%[activator]	0%	33%	3%	-2%	-1%	24%
Cc1[nH]ncc1-c1nc2ccccc2[nH]1	-1%	-18%	12%	-16%	2%	0%	-9%	-8%	5%
Cc1nc(C)c(C(=O)NNS(=O)(=O)c2ccc([N+](=O)[O-])cc2)s1	-8%	7%	6%	2µM*	7.9µM*	i	-3%	-1%	22%
CCOc1ccccc1-n1nnnc1SCC(=O)NCC1(N2CCOCC2)CCCCC1	6%	5%	46%[activator]	-17%	-4%[2.33 µM]	i	-4%	·	35%
N/C(=N\c1nc(CSc2nc3ccccc3s2)cc(=O)[nH]1)Nc1ccc(F)cc1	14%	0%	38%	4%	0%[59 µM]	-7%	1%	-4%	18%
CCn1c(C)nnc1SCC(=O)Nc1ccc2c(c1)OCCO2	-6%	-3%	30%	-6%	-5%	1%	-12%	-3%	131%[activator]
Cc1ccccc1OCCN(C#N)c1nc(N(C)C)nc(N(C)C)n1	14%	-1%	40%[activator]	-9%	85%[activator]	i	-1%	1%	21%
Cc1nc2ccc(NC(=S)NC3CCCCC3)cc2nc1C	6%	-2%	48%[activator]	-19%	-9%[59 µM]	1%	-30%	-8%	73%[activator]
COc1ccccc1NC(=O)c1ccc(C(=O)c2ccccc2)o1	-6%	-2%	55%[activator]	1%	?	-8%	-14%	-4%	1%
CCOc1ccc(N2C(=O)Cc3ccccc3C2=O)cc1	-5%	1%	8%	-15%	-14%	-12%	-25%	-5%	40%[activator]
O=C(CSc1cccc2cccnc12)Nc1ccccc1F	5%	17%	49%[activator]	-6%	-5%	2%	-4%	0%	23%
O=CN(CCNc1ccccc1)c1ccccc1	5%	32%[activator]	20%	-15%	·	0%	·	·	3%
O=C(NCC(=O)N1CC=C(c2ccccc2)CC1)c1ccco1	0%	5%	13%	-16%	-8%	-6%	9%	·	9%
CC(OC(=O)Cc1n[nH]c(=O)c2ccccc12)C(=O)Nc1ccc(F)cc1 (configuration not stated)	-10%	-8%	59%[activator]	4%	-26%	-7%	-7%	·	23%
CCSc1ccc2nnc(-c3cccs3)n2n1	2%	-14%	20%	-16%	?	-2%	-27%	-2%	56%[activator]
Cc1cccc(OCCCCCn2ccnc2)c1C	3%	0%	3%	-40%	-24%	-4%	?	-2%	219%[activator]
Cc1cc(C)cc(N(CC(=O)O)S(=O)(=O)c2c(C)[nH]c(=O)[nH]c2=O)c1	0%	-9%	23%	0%	-47%	-8%	10%	5%	0%
COCCNC(=S)NCCc1ccc(Cl)cc1Cl	-7%	-4%	14%	-8%	?	i	-12%	0%	13%
CCOC(=O)N/N=C/c1c(F)c(F)c(F)c(F)c1F	-12%	10%	4%	-12%	?	i	-14%	-6%	104%[activator]

# The list continues:
smiles	Pin1 inhibitor	GLS inh	HP1b binding inh	JMJD2A Tudor inh	G9a inh	PGK inhibitor	BAZ2B inh	BLM inh	POLI inh
COc1ccc(CNS(=O)(=O)CCNCc2ccccc2OC)cc1	-8%	2%	22%	-22%	·	-1%	·	·	44%[activator]
COc1cc(/C=C/C(=O)OCC(=O)N(C)Cc2ccccc2)cc(OC)c1OC	3%	-2%	5%	-23%	·	-1%	·	·	-16%
CC(C(=O)Nc1ccc(S(=O)(=O)N2CCCC2)cc1)N(C)Cc1ccc(F)cc1 (configuration not stated)	?	-1%	33%	-9%	2%[2.33 µM]	i	-16%	·	11%
CCOC(CNC(=O)C(=O)NCC(c1ccco1)N1CCN(c2ccc(OC)cc2)CC1)OCC (configuration not stated)	-2%	35%[activator]	13%	-16%	79µM*	-7%	-12%[57.1 µM]	1%	?
CCOc1ccc(CCNC(=O)COC(=O)c2ccc3c(c2)OCCO3)cc1OCC	0%	16%	13%	-15%	23%[0.501 µM]	5%	7%	·	37%[activator]
CC1(C)CC(=O)C=C(NCC(=O)O)C1	-2%	0%	11%	-14%	?	-5%	-29%	-1%	23%
Cc1ccc(NC(=O)CN2C(=O)NC3(CCC(C)CC3)C2=O)c(Cl)c1 (configuration not stated)	1%	-1%	35%[activator]	-7%	?	-10%	61%[activator]	-8%	12%
O=[n+]1cc(-c2ccc(Br)cc2)n([O-])c2c1CCC2	0%	3%	6%	-9%	13%[59 µM]	1%	10%	-1%	13%
CN(C)c1ccc(/C=C/c2nc3ccccc3s2)cc1	?	17%	40µM*	20µM*	19%[0.501 µM]	-16%	32µM*	-5%	89µM*!
CSCC[C@H](NC(=O)[C@H]1N2C(=O)c3ccccc3C2SC1(C)C)C(=O)NCc1ccncc1 (some centres not stated)	-6%	0%	37%	-13%	?	-3%	-15%	1%	5%
Cc1cc(C)cc(C(=O)Nc2cc3c4c(c2)CC(=O)N4CCC3)c1	5%	1%	17%	-13%	-3%	0%	2%	·	11%
CCN1C(=O)c2ccc(C(=O)Nc3nccs3)cc2C1=O	-10%	8%	18%	-16%	7%[12.7 µM]	-1%	5%	2%	15%
COc1ccc(CN2C(=O)C3C4C=CC(C4)C3C2=O)cc1 (configuration not stated)	-10%	-1%	17%	3%	40%	i	5%	-2%	26%
CC(=O)Nc1ccc(OC/C=C(\C)Cl)cc1	-2%	3%	9%	-1%	1%[59 µM]	·	23%	-11%	34%[activator]
CC1CCCCN1CCCNC(=O)CN1C(=O)c2cccnc2Oc2ccccc21 (configuration not stated)	-9%&-5%	1%&-14%	48%&5%[activator]	-3%&3%	-2%	-1%	-8%&0%	0%&3%	-3%&29%
CSc1ccc(C(=O)C2CCCN(C(=O)CCc3c(C)nn(C)c3C)C2)cc1 (configuration not stated)	-4%	16%	14%	-9%	·	2%	·	·	29%
CCNC(=S)N(CCCN(CC)CC)Cc1cc2cc3c(cc2[nH]c1=O)OCO3	-7%	10%	33%	-10%	-3%	7%	12%	0%	-2%
COC(=O)/C(C(C)=O)=C(/C=C/C=C/N(C)C)N(C)C	?	-5%	1%	?	?	-7%	-34%	-1%	-34%
COC(=O)c1ccc(NC(=O)C(=O)NCCc2csc(-c3ccc(F)cc3)n2)cc1	1%	-10%	13%[57 µM]	-8%	13%[59 µM]	4%	4%	-1%	-18%
CN(CC(CC(=O)Nc1nncs1)c1ccccc1)S(=O)(=O)c1ccc(Br)cc1 (configuration not stated)	4%	5%	17%	-35%	?	0%	-30%	-7%	-13%

# These rows are one share of the data, so the mix of outcomes need not match the whole.
